# Compound activity as filed in PubChem BioAssay.
# Myeloid diff 2: compounds promoting myeloid differentiation; ER-HoxA9 myeloid progenitors, lysozyme-GFP differentiation, flow cytometry; calls only at 10 µM; actives 1% (n = 360,000); AID 624256;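 active means normalized GFP-positive differentiation at or above the plate's own cutoff, the solvent-only control mean plus 3 SD; inconclusive means no clear call, values can overlap the other calls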;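 further: cells exposed to compound for four days before flow analysis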
# NOD1 inhibition: inhibition of NOD1-driven NF-kB reporter – cell-based, luminescence, uHTS, primary screen (AID 1578). NOD1-driven NF-kB luciferase reporter cells, luminescence; higher % means a stronger effect. one-dose inhibition, % at 4 µM; EC50 in µM for titrated hits. actives 1% (n = 290,000); in the data active means inhibition mostly above about 36%, no sharp cut-off; inactive means mostly below about 34%;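 further: HEK-293T reporter cells stimulated with the NOD1 agonist gamma-tri-DAP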
# GPR55 antagonists: GPR55 antagonists blocking LPI-driven arrestin recruitment, primary screen, imaging, U2OS, beta-arrestin-GFP, LPI agonist (AID 2013); U2OS GPR55 beta-arrestin-GFP translocation imaging, LPI antagonism; higher % means a stronger effect; one-dose inhibition, % at 10 µM; IC50 in µM for titrated hits; actives 0.13% (n = 290,000);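 active means spots per cell inhibited over 60%, with over 100 cells counted and total cytoplasm intensity under 500,000; inconclusive means wells with under 100 cells, flagged as likely toxic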;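 further: U2OS cells stably carrying GPR55 and arrestin-GFP stimulated by 5 µM LPI near EC80; imaged beta-arrestin-GFP aggregate spots per cell after agonist stimulation; plate controls were LPI-stimulated DMSO wells for no effect and DMSO wells without LPI for full effect; some results filed as inactive read as strong as hits; confirmed hits need IC50 under 10 µM and bright autofluorescent wells are also inconclusive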
# NTR1 ag: NTR1-driven beta-arrestin-GFP spot formation – imaging, U2OS cells, high content, primary screen (AID 493036). P30989. actives 0.17% (n = 330,000). activation, % at 20 µM. agonist mode;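 active means activation at or above 40% of the spot to cytoplasm intensity ratio, with at least 20 cells analyzed; inconclusive means wells under 20 cells, flagged as cytotoxic or low count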;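 further: 0% = DMSO without peptide and 100% = 100 nM NTR1 peptide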
# Target sequence (P30989 whole entry, looked up): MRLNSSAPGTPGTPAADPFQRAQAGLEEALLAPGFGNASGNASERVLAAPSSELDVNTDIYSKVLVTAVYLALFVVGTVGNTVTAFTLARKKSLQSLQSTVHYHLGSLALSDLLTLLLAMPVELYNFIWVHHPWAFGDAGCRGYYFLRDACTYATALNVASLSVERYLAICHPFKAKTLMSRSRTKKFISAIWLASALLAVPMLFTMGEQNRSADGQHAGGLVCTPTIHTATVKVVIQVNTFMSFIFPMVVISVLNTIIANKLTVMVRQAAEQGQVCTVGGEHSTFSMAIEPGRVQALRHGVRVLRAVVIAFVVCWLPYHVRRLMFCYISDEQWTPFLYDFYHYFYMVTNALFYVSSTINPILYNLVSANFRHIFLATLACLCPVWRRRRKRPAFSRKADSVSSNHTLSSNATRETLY
# KOR beta-arrestin-1: KOR antagonists, beta-arrestin recruitment, cell-based, luminescence, uHTS (AID 1778). KOR beta-arrestin recruitment, luminescence, antagonist mode; higher % means a stronger effect. inhibition, % at 10 µM; hits with a dose series show IC50 in µM. actives 0.091% (n = 290,000); further: strong numbers were not always called active
# NOD2 inhibition: inhibition of NOD2-driven NF-kB reporter – cell-based, luminescence, uHTS, HEK293 (AID 1566); HEK293 NOD2/NF-kB luciferase reporter, luminescence; higher % means a stronger effect; one-dose inhibition, % at 4 µM; EC50 in µM for titrated hits; actives 0.63% (n = 290,000); further: many of its hits are not listed in these tables
# KOR beta-arrestin-2: KOR agonists, beta-arrestin recruitment, primary screen, cell-based, luminescence, uHTS (AID 1777) | KOR beta-arrestin recruitment, luminescence; higher % means a stronger effect | one-dose activation, % at 10 µM; EC50 in µM for titrated hits | actives 0.02% (n = 280,000); in the data active means activation above about 50%, passing the limit was not always enough; further: a part of the inactive calls stands beside numbers as strong as those of hits
# T cell HTS: modulates CD8 T cell binding to vesicles | actives 0.068% (n = 330,000) | AID 2052 | calls only at 7 µM | 2C CD8+ T cell-vesicle binding, flow cytometry; hits give low values;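 active means response, share of CD8 T cells binding vesicles, and their 90th percentile fluorescence all below set limits, cut at about 80% in these data, passing the limit was not always enough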
#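 material = purified 2C TCR transgenic mouse naive CD8+ T cells | controls = Unloaded micro-vesicles (low), QL9 vesicles with 0.7% DMSO (high) | detection = cytometric PE anti-B7-1 and Alexa647 anti-CD8 signals after 1% paraformaldehyde fixation | incubation = binding step 1.5 h, 37 °C, antibody labelling 20 min, ice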
# GPR55 beta-arrestin: selective activators of receptor GPR55 – imaging, U2OS cells, beta-arrestin-GFP redistribution, primary screen (AID 1961); actives 0.048% (n = 290,000); U2OS GPR55 beta-arrestin-GFP redistribution imaging; higher % means a stronger effect; activation, % at 10 µM; hits with a dose series show EC50 in µM;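 active means activation above 40% with more than 50 cells counted in the well; inconclusive means wells holding fewer than 50 cells, flagged as toxic or sparse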;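 further: U2OS osteosarcoma cells stably expressing GPR55 and beta-arrestin-GFP; plate controls were DMSO negative control for no effect and LPI positive control for full effect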
# T cell HTS vesicle-bound %: recorded beside T cell HTS, whose call it bears; double positive events, %; measured here: CD8+ vesicle-bound cell fraction;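 binding gate set so that unloaded-vesicle control wells show 10% double positive cells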
# NTR1 ag cell count 20 µM: recorded beside NTR1 ag, whose call it bears; cell count; measured here: cell count, cytotoxicity flag
# Myeloid diff 2 GFP+ MAC1+ %: recorded beside Myeloid diff 2, whose call it bears; GFP+ MAC1+ double positive, %; measured here: differentiation confirmed by MAC1 staining
# * = called active by the depositor; i = inactive; ? = inconclusive; · = no result given; + = active, no number; & = joins results of further samples; ! = a repeat was not active; [ ] = remark or other dose. Unless noted, no stated cut-off is given here; in the data, active means inhibition above about 50%; inactive means the rest.
1) Cc1nn(Cc2ccccc2)c(=O)c2nn(-c3ccc(Cl)cc3)c(C)c12
2) CSc1c(SCc2ccccc2)cnn(Cc2ccccc2)c1=O
3) CCN(CC)CCCNC(=O)c1nn(-c2cccc(OC)c2)c(=O)c2ccccc12
4) C=CCOC(=O)C1=C[C@H](c2cn(C(C)=O)c3ccccc23)C[C@H](OCc2ccc(CO)cc2)O1
5) CNC(=O)c1csc(-c2cccs2)n1
6) COc1ccc(C2CC(c3ccc(Br)cc3)=NN2C(=O)CSC2=NN3CCCC(=O)N=C3S2)cc1 (configuration not stated)
7) CC(O)Cn1c(N2CCCC2)nc2c1c(=O)[nH]c(=O)n2C (configuration not stated)
8) COc1cc(NC(=S)NN2CCN(C)CC2)cc(OC)c1

Assay by compound	1	2	3	4	5	6	7	8
Myeloid diff 2	i	i	i	i	i	i	i	i
Myeloid diff 2 GFP+ MAC1+ %	0.9	0.4	1.5	1.6	0.8	5.0	0.0	1.4
NOD1 inhibition	10%	44%	-26%	-12%	-34%	-20%	-15%	-18%
GPR55 antagonists	-3%	11%	6%	4%	6%	-5%	9%	3%
NTR1 ag	0.7	·	0.2	4.2	-0.5	2.5	-0.9	-3.8
NTR1 ag cell count 20 µM	33	·	50	36	51	61	75	77
KOR beta-arrestin-1	-20%	30%	-4%	-4%	3%	-74%	19%[20 µM]	24%
NOD2 inhibition	25%	-8%	-8%	10%	3%	2%	5%	-9%
KOR beta-arrestin-2	-0.6%	-0.2%	1.5%	-1.2%	0.0%	-4.3%	-2.6%	-2.3%
T cell HTS	i	i	i	i	i	i	i	i
T cell HTS vesicle-bound %	50	43	45	36	28	12	59	51
GPR55 beta-arrestin	-0.3%	0.4%	-0.1%	-0.2%	-0.3%	0.2%	-0.1%	0.0%

9) CSCCOC(=O)c1[nH]c2c(c1C)C(=O)CC(c1ccco1)C2 (configuration not stated)
10) O=C(NCN1CCc2ccccc2C1)c1ccccc1
11) N#CCCC1CCCC=C1N(Cc1ccccc1)C(=O)C(Cl)Cl (configuration not stated)
12) Cc1cc(C)c(S(=O)(=O)N2CCN(c3nc4c(c(=O)n(C)c(=O)n4C)n3C)CC2)c(C)c1
13) COc1ccc(CCNC(=O)CSc2ccc(-c3ccccc3)nn2)cc1OC
14) CN(C)c1ccc(NC(=O)C(=O)NCCOc2ccccc2)cc1
15) C#CCn1c(=NC(=O)c2cc(Cl)sc2Cl)sc2cc(S(N)(=O)=O)ccc21
16) Cc1ccc(OCCNC(=O)c2ccccc2N)cc1

Assay by compound	9	10	11	12	13	14	15	16
Myeloid diff 2	?	i	i	·	i	i	i	i
Myeloid diff 2 GFP+ MAC1+ %	·	1.9	0.3	·	5.6	0.3	0.6	2.6
NOD1 inhibition	-27%	6%	12%	-14%	7%	-27%	3%	-45%
GPR55 antagonists	-13%	1%	-10%	3%	-24%	13%	10%	2%
NTR1 ag	-4.5	1.0	1.4	·	-0.4	-0.9	-1.6	0.4
NTR1 ag cell count 20 µM	58	101	64	·	49	37	51	54
KOR beta-arrestin-1	-214%	7%	18%	18%	-6%	-10%	12%	16%
NOD2 inhibition	-1%	11%	31%	9%	10%	-7%	18%	-2%
KOR beta-arrestin-2	1.5%	·	0.6%	-0.5%	3.8%	-3.8%	0.6%	2.3%
T cell HTS	i	i	i	·	i	i	i	i
T cell HTS vesicle-bound %	48	35	57	·	10	17	48	58
GPR55 beta-arrestin	0.7%	0.1%	0.0%	-0.2%	0.6%	-0.2%	0.2%	-0.5%

# 5 structures already listed, sorted by molar mass, rising:
10) O=C(NCN1CCc2ccccc2C1)c1ccccc1
16) Cc1ccc(OCCNC(=O)c2ccccc2N)cc1
9) CSCCOC(=O)c1[nH]c2c(c1C)C(=O)CC(c1ccco1)C2 (configuration not stated)
15) C#CCn1c(=NC(=O)c2cc(Cl)sc2Cl)sc2cc(S(N)(=O)=O)ccc21
12) Cc1cc(C)c(S(=O)(=O)N2CCN(c3nc4c(c(=O)n(C)c(=O)n4C)n3C)CC2)c(C)c1

Assay by compound	10	16	9	15	12
Myeloid diff 2	i	i	?	i	·
Myeloid diff 2 GFP+ MAC1+ %	1.9	2.6	·	0.6	·
NOD1 inhibition	6%	-45%	-27%	3%	-14%
GPR55 antagonists	1%	2%	-13%	10%	3%
NTR1 ag	1.0	0.4	-4.5	-1.6	·
NTR1 ag cell count 20 µM	101	54	58	51	·
KOR beta-arrestin-1	7%	16%	-214%	12%	18%
NOD2 inhibition	11%	-2%	-1%	18%	9%
KOR beta-arrestin-2	·	2.3%	1.5%	0.6%	-0.5%
T cell HTS	i	i	i	i	·
T cell HTS vesicle-bound %	35	58	48	48	·
GPR55 beta-arrestin	0.1%	-0.5%	0.7%	0.2%	-0.2%

# Following part
17) COc1cc(/C=N/n2cnnc2)ccc1OC(=O)c1ccncc1
18) Cc1ccccc1OCc1nnc(SCCN2CCCC2)n1-c1ccccc1
19) COc1ccc(CN2CCN(S(=O)(=O)c3ccccc3)CC2)c(OC)c1
20) CC1Cc2ccccc2N1C(=O)CSc1nnc2c(n1)[nH]c1ccc(F)cc12 (configuration not stated)
21) Nc1scc2c(C(=O)N/N=C/c3ccc(Cl)cc3)nn(-c3ccccc3)c(=O)c12
22) Cn1c(O)c(N=NC(=O)c2cccc(S(=O)(=O)N3CCCCC3)c2)c2ccccc21
23) O=C(CSc1nnc(Cc2ccccc2)n1-c1ccc(Cl)cc1)N1CCOCC1
24) CC1=Nc2ccc(C)cc2/C1=C/c1c(N)n2oc(C)cc2nc1=O

Assay by compound	17	18	19	20	21	22	23	24
Myeloid diff 2	i	+	i	i	i	i	i	+!
Myeloid diff 2 GFP+ MAC1+ %	0.3	3.3*	0.6	1.5	1.5	0.8	6.7	0.7*!
NOD1 inhibition	18%	-10%	-2%	48%*	12%	15%	-20%	1%&-41%
GPR55 antagonists	0%	4%	9%	3%	13%	9%	4%	9%&1%
NTR1 ag	-0.5	0.5	1.6	3.7	0.9	11	-0.1	27&18
NTR1 ag cell count 20 µM	75	42	78	52	83	65	43	39&76
KOR beta-arrestin-1	-14%	-4%[20 µM]	-22%	-37%	-10%	-41%	-4%	2%&-3%
NOD2 inhibition	4%	-5%	20%	0%	18%	6%	-15%	23%&4%
KOR beta-arrestin-2	-3.8%	·	-5.4%	-4.3%	-1.0%	3.3%	0.7%	2.5%&-1.0%
T cell HTS	i	i	i	i	i	i	i	i
T cell HTS vesicle-bound %	30	55	59	1	52	10	29	20&59
GPR55 beta-arrestin	0.2%	-0.1%	-0.1%	0.5%	0.0%	-0.2%	-0.2%	-0.3%&1.7%

25) Cc1ccc(NC(=O)N(C2CCCCC2)C(C)c2cccnc2)cc1C (configuration not stated)
26) O=C(CSc1nnc2c(Cl)cc(C(F)(F)F)cn12)Nc1ccc2c(c1)OCO2
27) COCCn1cc(C(=O)N2CCN(C)CC2)c2c3ccccc3n(C)c2c1=O
28) Cc1ccc(N2CCN(/N=C/c3sccc3C)CC2)cc1
29) O=C(/C=C/c1ccc([N+](=O)[O-])cc1)Nc1ncc([N+](=O)[O-])s1
30) C#CCOn1c(-n2nc(C)cc2C)nc2ccccc2c1=O
31) COc1ccccc1NC(=O)c1ccc2snnc2c1
32) COC(=O)c1cc(C(=O)Nc2nnc(CC(C)(C)C)s2)cc([N+](=O)[O-])c1

Assay by compound	25	26	27	28	29	30	31	32
Myeloid diff 2	i	i	i	i	i	·	i	i
Myeloid diff 2 GFP+ MAC1+ %	2.1	2.5	2.0	0.5	0.4	·	0.3	0.2
NOD1 inhibition	-4%	-16%	12%	-18%	55%*	2%	-28%	-13%
GPR55 antagonists	13%	-8%	16%	13%	2%	3%	-2%	-1%
NTR1 ag	-1.4	1.3	0.0	4.7	·	1.6	0.4	4.9
NTR1 ag cell count 20 µM	86	71	80	67	·	90	81	42
KOR beta-arrestin-1	-11%	-26%	-8%	-40%	7%	7%	-56%[20 µM]	24%
NOD2 inhibition	0%	-3%	8%	-3%	-27%	-38%	-12%	9%
KOR beta-arrestin-2	12%	-4.3%	-1.4%	-2.5%	-9.3%	3.1%	-6.1%	-6.0%
T cell HTS	i	i	i	·	·	i	i	i
T cell HTS vesicle-bound %	41	14	30	·	·	18	41	13
GPR55 beta-arrestin	-0.2%	-0.2%	-0.1%	-0.3%	-0.3%	-0.1%	-0.1%	-0.5%

33) O=C1C(=O)N(CCCN2CCOCC2)C(c2cccs2)/C1=C(/O)c1ccc2c(c1)OCO2 (configuration not stated)
34) COc1cc(OC)cc(C(=O)N2CCN(Cc3ccccc3[N+](=O)[O-])CC2)c1
35) Cc1cccc(NS(=O)(=O)c2ccc3c(c2)OCCO3)c1
36) CN1CCCC(OC(=O)c2cc(Cl)ccc2Cl)C1 (configuration not stated)
37) CC(=O)NCCC(=O)Nc1ccc(C(N)=O)cc1
38) COc1ccccc1C(=O)Nc1ccccn1
39) COc1ccc(N2C(=O)/C(=C/c3ccc([N+](=O)[O-])cc3)N=C2C)cc1
40) O=C(NCCC(=O)N1CCCCC1)c1ccc(Br)cc1
41) Cc1ccc(NC(=O)C(=O)NC2CCCCC2)cc1

Assay by compound	33	34	35	36	37	38	39	40	41
Myeloid diff 2	·	i	i	i	i	i	i	i	i
Myeloid diff 2 GFP+ MAC1+ %	·	0.9	0.5	1.1	0.2	4.3	0.1	1.6	0.1
NOD1 inhibition	-27%	0%	17%	-20%	0%	-33%	-45%	-54%	-40%
GPR55 antagonists	-8%	-1%	1%	4%	3%	4%	-5%	10%	5%
NTR1 ag	1.2	0.4	0.4	0.5	-1.8	2.4	-0.3	-0.2	0.8
NTR1 ag cell count 20 µM	56	49	62	47	53	56	34	57	49
KOR beta-arrestin-1	-19%	-4%	-51%	-9%	-22%	-7%	-32%	6%	-60%
NOD2 inhibition	-4%	-4%	-8%	6%	-7%	-38%	0%	-25%	-49%
KOR beta-arrestin-2	-2.8%	·	-5.5%	-3.4%	5.9%	-3.5%	-0.9%	0.4%	0.5%
T cell HTS	·	i	i	i	i	i	i	i	i
T cell HTS vesicle-bound %	·	66	26	36	10	9	36	14	55
GPR55 beta-arrestin	-0.3%	-0.1%	-0.2%	-0.2%	-0.2%	-0.1%	1.6%	0.3%	0.6%

# Not all compounds are listed; the hit share may differ from the screen's.
